Bioassay records: PubChem BioAssay, National Center for Advancing Translational Sciences (NCATS)
APE1 inh = qHTS Assay for Inhibitors of the Human Apurinic/apyrimidinic Endonuclease 1 (APE1); DNA repair nuclease/redox regulator APEX1 (Homo sapiens), P27695; recombinant APE1, TAMRA/BHQ-2 abasic DNA cleavage fluorescence; Potency, µM (titrated, usually from 65.8 µM), inactives show at the top dose activity change, negative = inhibition, hits mostly inhibitors; hit rate 0.35% among 350,000; AID 2517, 2012;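 also: plate controls were vehicle for no effect and reference inhibitor for full effect; nearly all actives have a fitted effect of over 55% in size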
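Quantitative HTS: incision of a TAMRA/BHQ-2 double-stranded substrate bearing a tetrahydrofuran abasic site by 0.75 nM APE1 raises fluorescence. Substrate 50 nM final, added after 15 min compound preincubation at room temperature; progress as third-minus-first kinetic read difference.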
BAZ2B inh = qHTS Assay for Inhibitors of BAZ2B. AlphaScreen BAZ2B-H3K14Ac peptide displacement. AID 504333, 2011. hit rate 4.4% among 360,000. Potency, µM (doses to about 114 µM), without a hit: at the highest dose activity change, negative = inhibition, most hits filed as inhibitors; also: % is scaled to controls: 0 for no effect and ±100 for the full control effect; nearly all actives have a fitted effect of over 60% in size
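Protein-peptide AlphaScreen: BAZ2B 50 nM, b-H3K14Ac 50 nM, 1x PBS pH 7.4 + 0.01% Tween-20. Preincubation 30 min RT; cpd 30 min RT (top 110 uM); beads 20 min RT, light-protected.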
BLM inh = qHTS Assay for Inhibitors of Bloom's syndrome helicase (BLM). RecQ-like DNA helicase BLM (Homo sapiens), P54132. recombinant BLM DNA unwinding, fluorescence dequenching. Potency, µM (top dose mostly 56.1 µM), for inactives: at the highest dose activity change, negative = inhibition, actives largely listed as inhibitors. hit rate 0.2% among 350,000;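 also: plate controls were vehicle for no effect and no enzyme for full effect; nearly all actives have a fitted effect of over 35% in size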
Pol iota inh = qHTS for Inhibitors of Polymerase Iota | DNA polymerase iota (Homo sapiens), Q9UNA4 | Pol iota fluorescent replication assay, 10 min | Potency, µM (series often up to 115 µM), inactives show at the highest dose activity, negative = inhibition, hits mostly inhibitors | hit rate 1% among 390,000 | AID 588590, 2011
Target sequence (Q9UNA4 whole entry, looked up): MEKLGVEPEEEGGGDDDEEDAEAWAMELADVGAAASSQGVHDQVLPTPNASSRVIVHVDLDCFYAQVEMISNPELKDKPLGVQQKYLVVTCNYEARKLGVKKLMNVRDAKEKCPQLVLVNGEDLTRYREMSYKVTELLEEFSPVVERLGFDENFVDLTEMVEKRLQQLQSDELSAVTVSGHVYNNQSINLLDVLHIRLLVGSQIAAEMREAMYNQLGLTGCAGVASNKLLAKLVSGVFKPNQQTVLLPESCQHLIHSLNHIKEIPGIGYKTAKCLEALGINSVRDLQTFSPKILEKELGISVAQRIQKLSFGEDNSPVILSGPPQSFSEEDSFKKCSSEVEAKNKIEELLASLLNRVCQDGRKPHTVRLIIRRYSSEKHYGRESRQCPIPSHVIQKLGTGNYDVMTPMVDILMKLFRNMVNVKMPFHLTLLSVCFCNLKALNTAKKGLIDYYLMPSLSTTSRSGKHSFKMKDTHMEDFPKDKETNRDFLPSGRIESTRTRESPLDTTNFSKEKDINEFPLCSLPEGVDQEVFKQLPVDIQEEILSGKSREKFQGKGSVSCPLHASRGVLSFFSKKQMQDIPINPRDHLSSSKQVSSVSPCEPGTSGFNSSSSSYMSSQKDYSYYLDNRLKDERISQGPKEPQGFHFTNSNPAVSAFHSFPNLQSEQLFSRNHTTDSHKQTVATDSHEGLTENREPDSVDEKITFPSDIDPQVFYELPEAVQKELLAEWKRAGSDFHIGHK
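Pol iota at 10 nM preincubated 15 min with compounds at room temperature; reaction started with fluorescent substrate, 50 nM final. Fluorescence read kinetically at 0 and 10 min; buffer-only wells as negative control.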
Pol beta inh = qHTS Assay for Inhibitors of DNA Polymerase Beta; Pol beta primer extension/strand displacement, fluorescence kinetic; Potency, µM (titrated, usually from 114 µM), for inactives: at the top dose activity change, negative = inhibition, hits mostly inhibitors; hit rate 1.3% among 340,000; also: % is scaled to controls: 0 for no effect and ±100 for the full control effect
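Reaction started by 50 nM substrate onto compound-treated Pol beta (10 nM, 15 min preincubation, room temperature); plates read at 0 min and 10 min. Normalized concentration-effect data fitted by four-parameter Hill equation.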
Apoferritin bind = qHTS Assay for Identification of Novel General Anesthetics. Ferritin light chain (Equus caballus), P02791. apoferritin/1-aminoanthracene competitive binding, fluorescence. Potency, µM (top dose mostly 77.5 µM), for inactives: at the top dose activity change, negative = displacement, actives largely listed as inhibitors. hit rate 0.074% among 350,000. AID 485281, 2010; also: % is scaled to controls: 0 for no effect and ±100 for the full control effect; nearly all actives have a fitted effect of over 20% in size
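Probe: 1-aminoanthracene (50% saturated, PBS). Protein: horse-spleen apoferritin, 10 uM. Incubation: 10 min, room temperature. Detection: 380 nm excitation, 535 nm emission. Analysis: normalized response, four-parameter Hill.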
Pol eta inh = qHTS for Inhibitors of Polymerase Eta; AID 588591, 2011; hit rate 1.2% among 390,000; recombinant Pol eta, fluorescent DNA replication assay; Potency, µM (highest dose often 114 µM), for the others: at the highest dose activity change, negative = inhibition, hits mostly inhibitors; also: % is scaled to controls: 0 for no effect and ±100 for the full control effect
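Pol eta at 10 nM preincubated with compounds 15 min at room temperature; reaction started with fluorescent substrate (50 nM final) and read kinetically at 0 and 10 min.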
G9a block = qHTS Assay for Inhibitors of Histone Lysine Methyltransferase G9a; G9a H3K9 monomethylation, AlphaScreen, 2 h; hit rate 8.8% among 350,000; Potency, µM (top dose mostly 102 µM), for inactives: top-dose activity, negative = inhibition, most hits filed as inhibitors; Histone-lysine N-methyltransferase EHMT2 (Homo sapiens), Q96KQ7; also: % is scaled to controls: 0 for no effect and ±100 for the full control effect; nearly all actives have a fitted effect of over 75% in size
Target sequence (Q96KQ7 913-1193 limits assumed): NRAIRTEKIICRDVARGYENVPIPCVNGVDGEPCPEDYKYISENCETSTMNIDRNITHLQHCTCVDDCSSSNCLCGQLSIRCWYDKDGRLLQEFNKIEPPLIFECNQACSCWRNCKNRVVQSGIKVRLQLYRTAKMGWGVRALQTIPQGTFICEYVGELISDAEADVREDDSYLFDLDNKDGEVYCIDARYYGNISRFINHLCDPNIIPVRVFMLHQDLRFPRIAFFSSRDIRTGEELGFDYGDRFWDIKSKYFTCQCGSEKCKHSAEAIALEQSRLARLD
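Using a bead-based AlphaScreen, monomethylated H3K9 product from 2 h room-temperature reactions (G9a 20 nM, peptide 500 nM, SAM 20 uM) was detected with 0.5 ug/mL rabbit anti-H3K9me1 antibody.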
POLK inh = qHTS for Inhibitors of Polymerase Kappa; DNA polymerase kappa (Homo sapiens), Q9UBT6; purified Pol kappa, fluorescent DNA synthesis assay, 10 min; Potency, µM (series often up to 107 µM), inactives show at the top dose activity, negative = inhibition, actives largely listed as inhibitors; hit rate 0.53% among 400,000; also: % is scaled to controls: 0 for no effect and ±100 for the full control effect
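Pol kappa 10 nM + cpd, 15 min RT; start w/ substrate 50 nM final; fluorescence kinetic read, 0 and 10 min. Neg ctrl: buffer, no enzyme.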
* marks the source's active call; other numbers are inactive results; ? = inconclusive; · = no result given; [ ] = another dose, or the depositor's remark. Calls follow the shape of the dose curve; as a rule, active = well fitted curve in the direction sought with a large enough effect; inconclusive = small, poorly fitted or top-dose-only effect, or another doubt; inactive = no such curve, though single readings can be large; an effect the other way counts as inactive or inconclusive. Potency is read from the fitted curve at half-maximal effect.

Structure | APE1 inh | BAZ2B inh | BLM inh | Pol iota inh | Pol beta inh | Apoferritin bind | Pol eta inh | G9a block | POLK inh
CCN(CC(=O)NCc1cccs1)c1nnnn1-c1ccccc1 | -1% | 5% | 0% | 42%[activator] | 9% | -14% | -11% | 27% | -9%
CCOC(=O)C(NCc1ccccc1OC)(NC(C)=O)C(F)(F)F (centres undefined) | 10% | -1% | -4% | 31%[activator] | 3% | 2% | -5% | -4%[12.7 µM] | -15%
CCOC(=O)[C@@H]1[C@H]2COc3cc(OC)ccc3[C@H]2N2C(=O)N(c3ccc(C)cc3)C(=O)[C@]12C | -8% | · | · | 26% | · | · | -23% | · | -17%
COc1ccc(S(=O)(=O)NCC2CCCN(C(=O)c3cccnc3C)C2)cc1 (centres undefined) | 2% | -5% | 2% | ? | 2% | -5% | -11% | · | -14%
COc1ccc(S(=O)(=O)Nc2ccc3c(c2)C(=O)N([C@H](C)CO)C[C@H](C)[C@@H](CN(C)S(=O)(=O)c2c(C)noc2C)O3)cc1 | -6% | · | · | 10% | · | · | -16% | · | -1%
Cc1ccc(S(=O)(=O)N2CC(C)C(=O)CC2C)cc1 (centres undefined) | 26% | -2% | -3% | 13% | 39% | -2% | 7% | 7% | -2%
COc1ccc(Cl)cc1S(=O)(=O)NCCCn1ccnc1 | 5% | -33% | -3% | ? | 2% | -1% | 9% | -12% | ?
O=C(NCCCN1CCOCC1)C1CCCN(S(=O)(=O)N2CCCCC2)C1 (centres undefined) | 73%[activator] | -11% | -1% | 6% | -10% | -3% | -9% | -6%[59 µM] | 12%
Fc1ccccc1Cc1nnc2n1N=C(c1ccc(Cl)cc1)CS2 | 2% | 10% | -4% | 1% | 3% | ? | ? | 5%[59 µM] | -10%
O/N=C1\CCSc2ccc(F)cc21 | 2% | -8% | 3% | 21% | 34% | -4% | -22% | · | 0%
CCCN(C(=O)CSc1ncccn1)C1CCS(=O)(=O)C1 (centres undefined) | 1% | · | · | 40%[activator] | · | · | -16% | · | -7%
COc1ccc(-c2cn3c(n2)sc2cc(C(=O)Nc4cc(Cl)ccc4C)ccc23)cc1 | · | -6% | -7% | 12% | -22% | -1% | ? | -3%[59 µM] | -1%

The final 2 entries of the section above come first, to join the parts.
Structure | APE1 inh | BAZ2B inh | BLM inh | Pol iota inh | Pol beta inh | Apoferritin bind | Pol eta inh | G9a block | POLK inh
CCCN(C(=O)CSc1ncccn1)C1CCS(=O)(=O)C1 (centres undefined) | 1% | · | · | 40%[activator] | · | · | -16% | · | -7%
COc1ccc(-c2cn3c(n2)sc2cc(C(=O)Nc4cc(Cl)ccc4C)ccc23)cc1 | · | -6% | -7% | 12% | -22% | -1% | ? | -3%[59 µM] | -1%
O=C1CSC(=Nc2ccc(Cl)cc2)N1Cc1cccnc1 | 6% | -9% | -1% | 63%[activator] | 0% | -5% | -20% | 1% | 3%
COc1cc(C(=O)NCCS(=O)(=O)N2CCN(c3ccccc3)CC2)cc(OC)c1OC | · | -20% | -1% | 5% | -21% | -1% | -15% | -37%[59 µM] | -4%[60.1 µM]
O=C(NC(=S)N1CCN(c2ccc([N+](=O)[O-])cc2)CC1)c1ccco1 | 17% | -12% | 2% | ? | 14% | -17% | -12% | · | -3%
O=C(c1cccs1)N(Cc1cccc(F)c1)C1CCS(=O)(=O)C1 (centres undefined) | 17% | 3% | -1% | 9% | 88% | -8% | -3% | 1% | -4%
Cc1nnc(NC(=O)CSc2nnc(NC(=O)C(C)(C)C)s2)s1 | -5% | -16% | -5% | 6% | 22% | -4% | -11% | -2% | -3%
CCN(CC)CC(=O)Nc1c(C#N)cnn1-c1ccccc1 | ? | 0% | 0% | 165%[activator] | -5% | 10% | -8% | ? | -5%
Cc1ccc(C)c(OCCCn2c(-c3ccc(Cl)cc3)nc3ccccc3c2=O)c1 | · | 8% | -4% | 14% | 25% | -4% | -4% | ? | 11%
COc1ccc2c(c1)c1c(c(=O)n(-c3ccccc3C)c(=O)n1CC(N)=O)n2C | · | -12% | -5% | -20% | 6% | 320%[activator] | 3% | -18%[59 µM] | 1%
CC(C)(C)CC(=O)Nc1cc(S(=O)(=O)N2CCOCC2)ccc1N1CCCC1 | -10% | -9% | 1% | 16% | 19% | -1% | -21% | ? | 1%
CCc1ccc(C(=O)COC(=O)c2ccco2)cc1 | 3% | 3% | -2% | 11% | 2% | ? | 1% | 3% | 9%
Cc1ccc(NC(=O)C2CCN(S(=O)(=O)c3cccc4nonc34)CC2)nc1 | -1% | -8% | -2% | 22% | 9% | -13% | -9% | 0% | -1%
O=C(N/N=C/c1ccsc1)c1ccc2c(c1)OCO2 | 5% | -4% | · | 12% | · | · | -13% | 2%[12.7 µM] | -6%
O=C(NCCN1C(=O)S/C(=C\c2ccccc2)C1=O)c1cc(S(=O)(=O)N2CCOCC2)c(Cl)cc1Cl | 19% | 12% | 3% | -3% | 31% | 0% | -12% | ? | -5%
CCOc1ccc2[nH]c(=O)c(CN(Cc3cccnc3)C(=O)Nc3ccccc3OC)cc2c1 | ? | -1% | 1% | 1% | -1% | -7% | 7% | 15%[2.33 µM] | -4%
Nc1nc(SCc2ccc(Cl)cc2)[nH]c(=O)c1-c1ccccc1 | -1% | -4% | -2% | -2% | 29% | -7% | 3% | 17%[59 µM] | -19%
O=C1C(Nc2cccc(O)c2)=C(N2CCCCC2)C(=O)c2ccccc21 | 7% | 22µM* | -4% | ? | -14% | -16% | -9% | · | -8%
CC(=O)c1cc(F)c(N2CCN(C(=O)c3ccco3)CC2)cc1C | 17% | -12% | 2% | 12% | 2% | -7% | -17% | -31%[12.7 µM] | -7%
C=C(C)CNC(=S)NN=C1c2ccccc2-c2ccccc21 | -3% | ? | -5% | 80%[activator] | -20% | -19% | -17% | ? | 0%
Fc1ccc(CNc2nc(-c3ccc(Cl)cc3)cc(C(F)(F)F)n2)cc1 | · | 148%[activator] | -16% | -3% | 14% | -7% | -18% | 117%[activator][59 µM] | -16%
CCc1noc(C)c1C(=O)OCC(=O)NC(=O)c1ccccc1 | 20% | -1% | -4% | 50%[activator] | 25% | -11% | -13% | -9% | -2%
O=C(CSc1nnc(-c2ccncc2)n1C1CCCCC1)Nc1ccccc1 | 11% | 0% | -2% | 24% | 24% | -6% | -16% | -8% | -3%
COc1ccc(/C=C/C(=O)Nc2ccc(Cl)c(Cl)c2)cc1 | · | 3% | -8% | 10% | -1% | 48%[activator] | -22% | 7%[59 µM] | -6%
COC(=O)c1c(NC(=S)Nc2cc(OC)c(Cl)cc2OC)sc2c1CCCCC2 | 0% | -11% | -14% | -4% | -5% | 6% | -11% | 12%[59 µM] | -16%
CCN(CC)CCCN1C(=O)C(=O)/C(=C(/O)c2ccc3c(c2)OCCO3)C1c1ccc(C)o1 (centres undefined) | 3% | 1% | 0% | · | -3% | -10% | · | ? | ·
Cc1ccc([N+](=O)[O-])cc1NC(=O)CN(C1CCCCC1)S(=O)(=O)c1ccc(Cl)cc1 | -9% | 0% | -8% | 3% | -1% | -10% | -11% | 3%[59 µM] | -10%
O=C(Nc1cccc(-c2cn3ccccc3n2)c1)c1ccccc1 | 5% | · | 2% | 119%[activator] | ? | -8% | 2% | -33% | -19%
CC1=NCCN1S(=O)(=O)c1cc(Cl)ccc1Cl | -1% | 13% | -2% | 18% | 33% | -11% | 3% | 17%[59 µM] | -17%
O=C(CSc1n[nH]c(-c2ccccc2Cl)n1)NCCc1ccccc1 | · | 1% | -1% | -4% | -1% | 4% | -11% | -5%[59 µM] | -10%[60.1 µM]
CC1CN(Cc2cc(=O)[nH]c(C(C)C)n2)CC(C)O1 (centres undefined) | 2% | 0% | 1% | 7% | -30% | -2% | 4% | 6%[59 µM] | -5%
COc1cc(/C=N/NC(=O)c2ccncc2)ccc1OC(=O)c1ccco1 | -9% | -16% | -1% | 15% | 8% | -3% | 10% | 1% | -4%
Cc1ccc(C(=O)NCC(=O)NCC(=O)OCC(=O)c2ccc(Br)cc2)cc1 | 5% | 8% | 0% | 5% | 27% | 2% | -9% | 12%[59 µM] | -8%
CN1CCN(c2nc3ccccn3c(=O)c2/C=C(\C#N)S(=O)(=O)c2ccc(Cl)cc2)CC1 | -1% | -26% | -4% | 45%[activator] | -2% | -16% | -21% | ? | -5%
CC(=O)N1CCN(c2ccc(Oc3ncnc4sccc34)cc2)CC1 | -1% | 4% | 3% | 23% | -2% | -10% | -6% | 5%[59 µM] | -7%
CCOC(=O)CC(=O)CSc1ncnc2c1cnn2-c1ccccc1 | -10% | 7% | -1% | -7% | 13% | ? | -18% | -16% | -11%
CC(C)(C)C(=O)N1CCN(c2ccc([N+](=O)[O-])c(NCC3CCCO3)c2)CC1 (centres undefined) | -3% | -11% | -1% | 18% | 11% | -23% | -4% | 6% | -13%
C=CCn1c(C(O)c2ccccc2)nc2ccccc21 (centres undefined) | 14% | 2% | -3% | 78%[activator] | 14% | -8% | -1% | 15%[0.501 µM] | 3%
CC(=O)c1cccc(NC(=S)NNC(=O)c2ccco2)c1 | 0% | 5% | -1% | 1% | 9% | -14% | 2% | 35µM* | 5%
O=C(NCc1ccncc1)C(=O)NCC(c1ccco1)N1CCN(c2ccc(F)cc2)CC1 (centres undefined) | 7% | -3% | -1% | 12% | -1% | 2% | -3% | 3%[59 µM] | -10%
CCOCc1cnc(C)nc1NCC(=O)c1c(C)[nH]c2ccc(OC)cc12 | ? | -22% | 10% | 21% | 0% | -19% | -11% | ? | -3%
COc1ccc(S(=O)(=O)N2CCCCC2)cc1NC(=O)c1ccc(Cl)nc1 | 21% | -23% | · | 19% | · | · | -21% | -37%[12.7 µM] | -8%
O=C(O)CC(CC(=O)Nc1ccc(F)c(Cl)c1)c1ccc(Cl)cc1Cl (centres undefined) | -2% | -1% | -1% | 36%[activator] | -1% | 3% | -13% | · | -4%

Only part of the results is shown. The share of hits here may be higher or lower than overall.
